Screening data deposited in PubChem BioAssay by several laboratories.
HIF-2a block = HIF-2a reporter inhibitors, primary screen, luminescence, 786-0 RCC cells | inhibition, % at 18.8 µM | actives 0.72% (n = 360,000) | 786-0 RCC cells HIF-2a reporter, luciferase luminescence, overnight;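 active means inhibition of the luminescence signal of 40% or more relative to plate controls, in a single-dose primary screen at 18.75 µM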
TWEAK Fn14 block = inhibitors of TWEAK-Fn14 signaling, primary screen, luciferase reporter cells, uHTS; TWEAK-stimulated Fn14 reporter cells, luciferase luminescence, 8 h; inhibition, % at 10 µM; actives 2% (n = 360,000); AID 1159606, 2016; in the data active means inhibition above about 50%
iPSC survival up = enhancers of single-cell hiPSC survival, primary screen, ATPlite luminescence. survival enhancement, % at 20 µM. 100% = ROCK inhibitor wells, 0% = DMSO. AID 602274, 2012. actives 0.044% (n = 360,000); in the data active means survival enhancement above about 18%;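 further: cells exposed to compounds for 16 hours before the ATP read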
Peg3 prom inh = Peg3 promoter-driven luciferase inhibitors, primary screen, cell-based, HeLa, luciferase luminescence; HeLa PEG-Prom luciferase reporter, overnight; inhibition, % at 20 µM; actives 1.7% (n = 360,000); AID 588405, 2011;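 active means inhibition of at least 50% at 20 µM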
Shn3 inh set2 = reduction of Shn3 3'UTR firefly luciferase signal, primary screen, Schnurri-3 inhibitor project, cell-based, Clone20 osteoblasts, set 2 | AID 588674, 2011 | actives 0.52% (n = 360,000) | inhibition, % at 12.5 µM | Clone20 osteoblast Shn3 3'UTR firefly luciferase, 24 h;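 active means mean inhibition of at least 75% with every replicate also reaching 75%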;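 further: 0% = median of neutral control wells and 100% = pilot-screen positive control compound; some compounds past the cut are filed as inactive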
TRPM1 prom inh = inhibitors of MITF-dependent TRPM1 promoter reporter, primary screen, cell-based, SK-MEL-5, single point, luciferase; actives 0.83% (n = 330,000); SK-MEL-5 TRPM1 promoter luciferase, 24 h; inhibition, % at 12.5 µM;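 active means mean inhibition across replicates of 60% or more, whatever share of single replicates reaches that level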; further: values of inactives mirror those of a sister screen read the other way
CF NFkB inh = inhibitors of PAF-induced NF-kB signaling, primary screen, cell-based, GFP fluorescence, uHTS. AID 588850, 2011. inhibition, % at 5 µM. actives 0.86% (n = 360,000). KKLEB NF-kB-GFP reporter, GFP fluorescence overnight;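 active means at least 50% inhibition at 5 µM, scaled per plate between neutral and stimulator controls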;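 further: PAF is a Pseudomonas aeruginosa culture filtrate used as stimulus; plate controls were PAF-stimulated DMSO wells for no effect and unstimulated DMSO wells for full effect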
NR2E3 ag-1 = inhibitors of NR2E3-RetCOR corepressor binding, primary screen, NR2E3 agonist project, biochemical, TR-FRET, GST-NR2E3, biotin-RetCOR; 1536-well; inhibition of corepressor binding, % at 4.78 µM; actives 0.12% (n = 320,000); Photoreceptor-specific nuclear receptor (Homo sapiens), Q9Y5X4; AID 2300, 2010;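 active means percent inhibition above the cutoff of mean plus 3 SD of all tested compounds, set per screening campaign, cut at about 20% in these data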;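 further: 0% = DMSO wells and 100% = biotin wells as full block of FRET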
Target sequence (Q9Y5X4 whole entry, looked up): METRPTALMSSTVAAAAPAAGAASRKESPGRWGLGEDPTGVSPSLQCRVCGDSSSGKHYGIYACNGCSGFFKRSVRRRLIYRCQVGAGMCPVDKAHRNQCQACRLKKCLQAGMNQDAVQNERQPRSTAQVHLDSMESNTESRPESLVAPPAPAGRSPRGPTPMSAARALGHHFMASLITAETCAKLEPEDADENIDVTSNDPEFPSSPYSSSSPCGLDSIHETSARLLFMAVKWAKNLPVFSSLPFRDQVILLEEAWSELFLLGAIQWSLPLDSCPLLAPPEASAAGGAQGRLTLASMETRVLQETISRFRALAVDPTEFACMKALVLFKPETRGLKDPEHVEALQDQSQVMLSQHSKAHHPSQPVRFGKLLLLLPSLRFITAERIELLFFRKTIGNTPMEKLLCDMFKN
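System: GST-tagged NR2E3 plus biotinylated RetCOR corepressor; Amount: 1.35 nM GST-tagged NR2E3 final; Dosing: single nominal compound dose of 4.8 µM; Schedule: 5 h incubation at 4 °C; Technique: TR-FRET with europium anti-GST and streptavidin-D2, 340 nm excitation; Controls: biotin wells as high control, 0.6% DMSO wells as low control.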
NR2E3 ag-2 = NR2E3 agonists in two-hybrid cells, primary screen, cell-based, luminescence, CHO-S, Gal4-NCOR/VP16-NR2E3. Photoreceptor-specific nuclear receptor (Homo sapiens), Q9Y5X4. luciferase. inhibition of corepressor binding, % at 3.98 µM. actives 0.35% (n = 360,000). AID 602229, 2012;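 active means inhibition above the mean of all tested compounds plus 3 SD, cut at about 70% in these data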;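 further: 0% = DMSO with NR2E3 transfected cells and 100% = cells lacking NR2E3 construct; higher means lower luciferase signal from less NR2E3 corepressor binding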
aDG glyco act = activators of alpha-DG glycosylation, primary screen, uHTS, Pro5-aDG cells, AlphaScreen. AID 624168, 2012. alpha-DG glycosylation AlphaScreen (IIH6); 0% Pro5, 100% B10-LARGE cell signal. actives 0.22% (n = 360,000). activation, % at 10 µM;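 active means activation of at least 8% versus controls, or a plate z-score of at least 8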;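 further: Pro5 are CHO cells carrying HIG-tagged alpha-DG that lacks glycosylation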
KKLEB tox = cytotoxicity in KKLEB CF airway cells, primary screen, cytotoxicity control for CF NF-kB inhibitor project, cell-based, uHTS, fluorescence assay plates; KKLEB CF airway cells viability, ATPlite luminescence, overnight; active compounds read low; cells stimulated with P. aeruginosa culture filtrate; activity change (cytotoxicity), % at 5 µM; actives 0.36% (n = 360,000);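 active means corrected activity change at or below -50% at 5 µM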
* hit, by the source's call; . = no result given. The order is random. About 4.4% of those tested had a hit in this group.

SMILES	HIF-2a block	TWEAK Fn14 block	iPSC survival up	Peg3 prom inh	Shn3 inh set2	TRPM1 prom inh	CF NFkB inh	NR2E3 ag-1	NR2E3 ag-2	aDG glyco act	KKLEB tox
CC(=O)Nc1ccc(NC(=O)Cn2nc(C(=O)Nc3ccc(C)cc3)ccc2=O)cc1	11	-7	0.3	14	5	-5	17	2	2	-0.4	-4
CCC(c1nnnn1C(C)(C)C)N1CCN(Cc2ccccc2OC)CC1 (stereo not drawn)	13	-17	-1.0	-8	9	.	7	-1	22	-0.2	12
CCCc1cc(=O)[nH]c(SCC(=O)N(CC)Cc2ccccc2)n1	7	-1	0.7	12	-1	0	8	-1	2	0.5	3
Cc1nc(C)c(C(=O)C2=C(O)C(=O)N(CCCn3ccnc3)C2c2ccc(Cl)cc2)s1 (stereo not drawn)	-22	-16	-3.8	-15	-25	0	7	0	-35	0.1	-3
CCc1nnc(NC(=O)CSc2nc3cc4c(cc3cc2C)OCCO4)s1	7	13	-2.0	19	-5	11	34	0	10	0.3	-14
CCOc1ccccc1Nc1nnc(SCC(=O)N2CCCC2)s1	6	6	5.1	-1	-4	-12	10	0	-23	-0.1	7
Cc1ccc(NC(=O)Nc2sc(=S)n(C)c2C)cc1	-61	-4	-2.0	-55	-59	4	6	2	-16	0.8	-14
CCOc1ccc(CCNC(=O)CCS(=O)(=O)c2ccc(OC)cc2)cc1OCC	20	-17	-1.5	15	19	-8	5	-1	-25	-0.2	-1
CCOCc1nnc(NC(=O)CCc2ccccc2)s1	-14	14	-3.3	-13	.	19	4	-1	-9	0.0	2
Cc1cc(Cl)ccc1OCCCC(=O)NNC(=O)c1ccccc1O	5	14	-0.5	18	60	10	3	-2	1	1.3	3
COc1ccc(C2CC(c3ccccc3)=NN2C(=O)COC(=O)c2cccc(O)c2)cc1 (stereo not drawn)	-22	4	-1.7	11	72	8	-9	.	-32	-0.2	-4
COCCNc1nc2nonc2nc1N(C)Cc1ccc(C)cc1	17	1	-0.5	2	12	-2	-7	-5	-5	0.0	-8
COc1ccc(C(CC(=O)N2CCCCC2)c2c(OC)cc(OC)c3c(-c4ccccc4)cc(=O)oc23)cc1 (stereo not drawn)	5	-8	-0.6	1	6	9	12	3	7	0.1	-11
O=C(/C=C/c1ccco1)c1cccnc1	9	20	-0.4	5	-9	8	11	-1	-32	0.0	-2
Cc1nnc(NC(=O)c2cccc(Br)c2)s1	-107	-1	-0.8	-82	-19	-18	-9	0	-3	0.2	3
COc1cccc(CNC(=S)Nc2ccc3c(c2)c(=O)n(C)n3Cc2ccc(F)cc2)c1	-3	17	-3.3	3	6	.	1	.	8	0.1	-9
Cc1ccc(-n2ncc3c(NNC(=O)c4ccco4)ncnc32)cc1Cl	-66	50*	0.2	-40	-20	-40	22	0	-20	-0.2	-13
CCc1ccc(CNn2cnnc2SCC(=O)NC(C)(C)C)cc1	15	17	-1.7	21	-3	-7	4	-2	-10	0.0	4
CCN(CC)c1cc(C(F)(F)F)nc(-c2ccccn2)n1	8	-3	-1.4	4	3	0	6	4	-9	0.2	-7
NC(=O)CC(NC(=O)Cc1ccc(Br)cc1)c1ccc(NCc2ccccn2)c([N+](=O)[O-])c1 (stereo not drawn)	-6	6	2.2	4	-45	3	-12	1	0	0.0	4
CSCC[C@H](NC(=O)c1cccc(S(=O)(=O)N2CCN(C)CC2)c1)c1nc2ccccc2[nH]1	8	-2	1.2	14	-13	14	32	.	5	-0.3	-12
Clc1ccc(-c2ccc(C=Nc3ccc(N4CCOCC4)cc3)o2)c(Cl)c1	-14	-12	-0.4	-27	-1	12	-10	-1	-26	-0.1	1
CCc1cc(C(=O)Nc2cc(S(=O)(=O)N(CC)CC)ccc2N2CCOCC2)sc1C	0	-35	-0.3	17	32	-14	7	1	-33	0.4	-4
Cn1c(C2CCCCC2)nc2c1c(=O)[nH]c(=O)n2Cc1ccccc1	14	-3	-0.5	4	-1	2	-1	-3	-4	-0.3	6
Cc1cc(C)c2nc(NC(=O)c3cccc(S(=O)(=O)N4CCc5ccccc54)c3)sc2c1	13	-7	-1.2	12	14	-2	9	1	3	-0.5	-14
CCOC(=O)C(C)Sc1ncc(OC)c(=O)[nH]1 (stereo not drawn)	15	-7	4.8	12	0	0	24	0	-17	-0.3	-7
Cc1ccc(S(=O)(=O)N(Cc2cccc(C(F)(F)F)c2)C(=O)N2CCN(C)CC2)cc1	-1	-4	0.2	11	-3	2	0	1	-16	-0.2	-5
COc1ccc(-n2nnnc2C(c2ccccc2)N2CCN(C/C=C/c3ccccc3)CC2)cc1 (stereo not drawn)	-26	-7	-1.0	14	26	.	-26	.	3	-0.1	12
COc1ccc(CNC(=O)[C@H](C)NC(=O)C2CCN(S(=O)(=O)c3ccc(F)cc3)CC2)cc1	2	-5	0.1	-1	13	0	-10	2	7	0.1	15
O=C(Nc1cccc(F)c1)Nc1ccc2c(c1)CCC2	-270	-34	0.3	-209	-73	-89	2	1	-111	0.5	-12
Cc1ccc(OCCNC(=O)CN2C(=O)NC3(CCCC3)C2=O)cc1	4	10	1.3	-7	-14	-2	-11	-1	10	0.1	-9
O=C(CSC1=NS(=O)(=O)c2cc(F)ccc2N1)NCCc1ccccc1	13	13	-0.3	3	-9	-6	30	-1	6	-0.1	-10
CC[C@H](C)/C=C(C)/C=C/C(=O)Cc1cc(O)c(C)c(O)c1C=O	1	8	-1.2	-14	-1	1	4	1	-16	0.2	0
CC(=O)Nc1ccc(NC(=O)CSc2ccc(-c3cccnc3)nn2)cc1	0	-10	-0.5	-8	-22	5	-11	3	-6	0.0	4
NC(=O)c1c(-c2ccc(Cl)cc2Cl)csc1NC(=O)Cc1ccccc1	-21	76*	-2.4	-20	62	-12	7	-3	56	6.2	-6
CCOC(=O)c1sc2nc(-c3ccco3)c3c(c2c1N)CC(C)(C)OC3	-45	11	3.9	25	0	-10	-8	6	-16	-0.1	14
CCCCC(CC)C(=O)N1CCN(C(=O)c2ccco2)CC1 (stereo not drawn)	21	9	-0.9	12	14	-1	7	-1	-16	0.1	12
COc1ccccc1CNn1c(-c2cccc(C)c2)nc2ccccc2c1=O	6	-8	-2.3	8	31	-1	-9	3	-36	0.0	4
O=S(=O)(c1cccc(Br)c1)N1CCN(S(=O)(=O)c2ccc3c(c2)OCCO3)CC1	10	-4	-2.0	7	10	5	4	.	19	-0.1	3
O=C(/C(=C\c1ccccc1)c1nc2ccccc2[nH]1)c1ccc(Cl)cc1	64*	45	-1.3	87*	-65	20	42	-1	-78	-0.6	-14
COC(=O)c1ccc(NC(C)=O)o1	13	-7	-1.9	-2	-21	-3	1	0	-29	0.3	8
COc1ccc(O)c(C(=O)CC(=O)c2ccc(F)cc2)c1	10	85*	-6.3	-13	12	19	-12	2	-114	1.1	-31
COc1ccc(-c2c(C#Cc3ccccc3)c3ccccc3n2C)cc1	-138	-37	-1.9	-140	-35	-86	-25	0	-32	0.1	25
CC(=O)c1c(C)[nH]c(C(=O)Nc2ccc(N3CCCCCC3)cc2)c1C	5	72*	0.8	10	11	.	-33	.	8	0.1	14
CSCC[C@H](NC(=O)[C@H]1CC[C@H](CNC(=O)[C@@H](N)Cc2ccccc2)CC1)C(=O)O	7	-9	-0.5	-3	-7	-3	-6	-1	2	-0.1	9
CN(C)C1NC(=O)c2cc(-c3ccccc3)sc2N1 (stereo not drawn)	-152	-8	1.6	-76	-21	-37	-18	1	-36	-0.3	2
O=C(Nc1ccc(Cl)c(S(=O)(=O)N2CCOCC2)c1)c1ccccn1	-3	-6	-0.9	10	-27	2	-6	3	13	-0.1	7
O=C(CSc1nncs1)Nc1cc(-c2ccccc2)nn1-c1ccccc1	-8	-6	1.8	2	-4	7	1	-2	-24	-0.1	2
CCOC(=O)N1CCN(C(=O)c2cccc(S(=O)(=O)Nc3ccc(Br)cc3)c2)CC1	3	-2	-0.6	12	-8	-5	-16	0	-12	-0.1	9

Nothing new here: entries from further up.
SMILES	HIF-2a block	TWEAK Fn14 block	iPSC survival up	Peg3 prom inh	Shn3 inh set2	TRPM1 prom inh	CF NFkB inh	NR2E3 ag-1	NR2E3 ag-2	aDG glyco act	KKLEB tox
CC(=O)Nc1ccc(NC(=O)Cn2nc(C(=O)Nc3ccc(C)cc3)ccc2=O)cc1	11	-7	0.3	14	5	-5	17	2	2	-0.4	-4
CCC(c1nnnn1C(C)(C)C)N1CCN(Cc2ccccc2OC)CC1 (stereo not drawn)	13	-17	-1.0	-8	9	.	7	-1	22	-0.2	12
CCCc1cc(=O)[nH]c(SCC(=O)N(CC)Cc2ccccc2)n1	7	-1	0.7	12	-1	0	8	-1	2	0.5	3
Cc1nc(C)c(C(=O)C2=C(O)C(=O)N(CCCn3ccnc3)C2c2ccc(Cl)cc2)s1 (stereo not drawn)	-22	-16	-3.8	-15	-25	0	7	0	-35	0.1	-3
CCc1nnc(NC(=O)CSc2nc3cc4c(cc3cc2C)OCCO4)s1	7	13	-2.0	19	-5	11	34	0	10	0.3	-14
CCOc1ccccc1Nc1nnc(SCC(=O)N2CCCC2)s1	6	6	5.1	-1	-4	-12	10	0	-23	-0.1	7
Cc1ccc(NC(=O)Nc2sc(=S)n(C)c2C)cc1	-61	-4	-2.0	-55	-59	4	6	2	-16	0.8	-14
CCOc1ccc(CCNC(=O)CCS(=O)(=O)c2ccc(OC)cc2)cc1OCC	20	-17	-1.5	15	19	-8	5	-1	-25	-0.2	-1
CCOCc1nnc(NC(=O)CCc2ccccc2)s1	-14	14	-3.3	-13	.	19	4	-1	-9	0.0	2
Cc1cc(Cl)ccc1OCCCC(=O)NNC(=O)c1ccccc1O	5	14	-0.5	18	60	10	3	-2	1	1.3	3
COc1ccc(C2CC(c3ccccc3)=NN2C(=O)COC(=O)c2cccc(O)c2)cc1 (stereo not drawn)	-22	4	-1.7	11	72	8	-9	.	-32	-0.2	-4
